# EBNA-1 inh: blocks EBNA-1 binding to DNA; EBNA-1 DNA binding, fluorescence polarization; 300,000 compounds, 0.34% hits; inhibition, % at 14.8 µM; AID 1950; in the data active = inhibition above about 28%
# TPT1 inh: inhibitors of Candida albicans tRNA 2'-phosphotransferase TPT1 | recombinant caTPT1, FP RNA substrate dephosphorylation | inhibition, % at 5 µM | 300,000 compounds, 0.81% hits;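 active = inhibition above the mean of all tested compounds plus 3 SD, set per screening campaign, cut at about 24% in these data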;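 note: plate controls were DMSO alone for no effect and ferristatin control at 100 nM for full effect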
# PREPL inh: inhibitors of human prolyl oligopeptidase-like enzyme PREPL. Q4J6C6. 320,000 compounds, 0.68% hits. recombinant PREPL, fluorescence polarization activity-based probe. inhibition, % at 5.96 µM; in the data active = inhibition above about 43%;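 note: 0% = enzyme with DMSO and 100% = wells lacking enzyme; many of its hits are not listed in these tables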
# Target sequence (Q4J6C6 whole entry, looked up): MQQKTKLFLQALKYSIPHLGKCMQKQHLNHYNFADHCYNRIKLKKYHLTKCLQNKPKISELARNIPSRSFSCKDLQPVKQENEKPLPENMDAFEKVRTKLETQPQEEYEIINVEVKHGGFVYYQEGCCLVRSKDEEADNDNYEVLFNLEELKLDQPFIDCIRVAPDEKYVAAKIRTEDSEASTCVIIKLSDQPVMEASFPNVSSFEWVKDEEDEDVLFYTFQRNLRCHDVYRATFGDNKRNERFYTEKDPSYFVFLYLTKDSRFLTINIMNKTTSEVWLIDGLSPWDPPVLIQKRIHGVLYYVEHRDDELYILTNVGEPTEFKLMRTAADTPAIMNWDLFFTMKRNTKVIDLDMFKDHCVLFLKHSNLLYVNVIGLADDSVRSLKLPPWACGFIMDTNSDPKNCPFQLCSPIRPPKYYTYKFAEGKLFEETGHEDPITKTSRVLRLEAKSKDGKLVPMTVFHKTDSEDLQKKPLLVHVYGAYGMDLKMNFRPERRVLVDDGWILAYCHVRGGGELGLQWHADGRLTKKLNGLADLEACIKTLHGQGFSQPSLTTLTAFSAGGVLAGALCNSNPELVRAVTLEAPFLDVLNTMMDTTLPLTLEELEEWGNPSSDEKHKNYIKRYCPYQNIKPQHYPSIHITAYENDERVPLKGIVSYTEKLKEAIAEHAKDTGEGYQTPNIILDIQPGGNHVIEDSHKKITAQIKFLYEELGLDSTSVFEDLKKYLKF
# PP1 inh: counter-screen for PP5 inhibitors: inhibitors of human PP1-alpha; P62136; inhibition, % at 6.7 µM; purified PP1alpha, OMFP fluorescence; 320,000 compounds, 0.9% hits;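 active = inhibition above the mean inhibition of all tested compounds plus 3 SD, computed separately for each screening campaign, cut at about 15% in these data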
# Fh CTSL1 inh: cathepsin L1 inhibition, PFM18AAP counter-screen | recombinant F. hepatica cathepsin L1, Z-Leu-Arg-MCA fluorescence | inhibition, % at 5.96 µM | 300,000 compounds, 0.49% hits | AID 1906;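 active = inhibition above the mean of all tested compounds plus 3 SD, set per screening campaign, cut at about 17% in these data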;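 note: 0% = plate median of test compound wells and 100% = 1 µM Z-Phe-Ala-diazomethylketone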
# ZTA counter: ZTA (EBV) inhibition in EBNA-1 counter-screen; AID 2234; inhibition, % at 11 µM; 320,000 compounds, 0.15% hits; ZTA-DNA binding, fluorescence polarization; in the data active = inhibition above about 33%
# Target sequence (P03206 whole entry, looked up): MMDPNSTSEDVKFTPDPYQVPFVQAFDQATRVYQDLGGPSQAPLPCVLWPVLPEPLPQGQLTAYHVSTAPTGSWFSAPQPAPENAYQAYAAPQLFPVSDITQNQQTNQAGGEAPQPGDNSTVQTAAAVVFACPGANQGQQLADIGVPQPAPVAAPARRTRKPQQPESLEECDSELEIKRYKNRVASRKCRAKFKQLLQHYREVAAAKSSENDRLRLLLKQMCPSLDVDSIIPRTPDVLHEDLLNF
# HCV core dimer: HCV core protein dimerization inhibition; inhibition, % at 5 µM; AID 1899; TR-FRET GST/Flag-core106 dimerization, 1536-well; 300,000 compounds, 0.33% hits;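 active = inhibition above the mean of all tested compounds plus 3 SD, set per screening campaign, cut at about 45% in these data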
#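 Assay system – GST-tagged and Flag-tagged HCV core protein residues 1-106 · Quantity – core106 proteins, GST 13.5 nM and Flag 17 nM · Benchmarks – unlabelled core106 and no-GST-core106 wells · Read-out basis – percent inhibition of core106 dimerization signal · Detection – time-resolved FRET, ex 340 nm, em 617 and 671 nm · Schedule – 4 h at 22.5 °C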
# Efflux pump inh: antifungal efflux pump inhibition, Nile Red retention. AID 485275. 330,000 compounds, 0.44% hits. S. cerevisiae Candida pump triplex. inhibition, % at 10 µM;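 active = plate passing quality check with inhibition over a set limit, or well fluorescence over plate mean plus 4 SD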;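 note: Nile Red retained in pooled yeast measured as flow cytometry median fluorescence; 0% = buffer negative control and 100% = Enniatin B positive control; higher means more Nile Red kept so more efflux inhibition; some compounds called inactive have numbers as strong as hits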
# PP5 inh: inhibitors of human protein phosphatase 5 (PP5); P53041; purified PP5c, OMFP substrate fluorescence; inhibition, % at 6.7 µM; 320,000 compounds, 0.18% hits; AID 1987;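 active = inhibition above the campaign's mean inhibition across all tested compounds plus 3 SD, cut at about 9.5% in these data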;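 note: 0% = DMSO only and 100% = 100 µM cantharidin control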
# Numbers without * were called inactive; nt = not tested or not shown. Some of the compounds tested; rates above refer to the full screens.
SMILES,EBNA-1 inh,TPT1 inh,PREPL inh,PP1 inh,Fh CTSL1 inh,ZTA counter,HCV core dimer,Efflux pump inh,PP5 inh
CC1=C(C(N)=O)C(c2ccc(Br)cc2)n2nc(CCCO)nc2N1 (stereo not given),-16,22,5,4,-2,-3,5,0.2,2.8
CCNC(=S)N/N=C/c1sc(N2CCCCC2)nc1-c1cccs1,7,17,9,-5,0,6,12,-0.1,1.9
CCc1nc2nc(C)c(NS(=O)(=O)c3ccc(F)cc3)c(=O)n2[nH]1,-16,0,13,-3,2,-5,-13,0.1,1.8
Cc1ccccc1Nc1nc(N)nc(CN2C(=O)NC3(CCCCC3C)C2=O)n1 (stereo not given),1,-2,1,1,8,7,-1,-0.2,0.8
O=C(CN1CCC(c2nc3ccccc3[nH]2)CC1)Nc1ccc2c(c1)OCO2,11,-1,5,-1,-3,-4,-2,-0.1,0.9
Cc1ccc(S(=O)(=O)N(C)C)cc1NC(=O)Cn1c(CN2CCOCC2)nc2ccccc2c1=O,-13,2,-1,-1,-2,-6,0,0.0,-0.5
COC(=O)CN(c1ccc(C)cc1)S(=O)(=O)c1ccc(F)cc1,-4,1,2,1,-3,-2,0,-0.1,3.0
O=C(CNc1ccc(C(F)(F)F)cc1[N+](=O)[O-])OCC(=O)c1ccccc1,1,-6,10,3,-2,16,-2,-0.4,4.4
CCNC(=O)C1CN(S(=O)(=O)c2ccccc2)CCN1S(=O)(=O)c1ccccc1 (stereo not given),3,-3,22,4,2,-18,-2,-0.1,4.1
COCCNC(=S)N=Nc1c(O)[nH]c2ccc([N+](=O)[O-])cc12,-6,-3,-7,1,3,-7,0,0.0,-0.7
COc1ccc(-n2c(=S)[nH]c3cc(C(=O)N(C)Cc4ccccc4)ccc3c2=O)cc1,-5,2,2,1,0,-7,1,0.2,2.6
CC1CC(N(C(=O)c2ccc(Cl)cc2)c2ccccc2)c2ccccc2N1C(=O)c1ccco1 (stereo not given),-5,4,15,6,0,-2,33,0.2,3.1
Cc1c(C(=O)Nc2cccc(C(F)(F)F)c2)oc2ccc(S(=O)(=O)N3CCOCC3)cc12,-3,-1,-5,-2,2,-16,2,-0.1,0.3
O=C(O)c1ccc(COc2c(F)c(F)cc(F)c2F)cc1,-13,4,2,-5,-3,-10,-4,0.2,0.3
O=C(C[n+]1ccccc1)N/N=C/c1ccc(Cl)cc1,nt,nt,-14,-5,nt,-13,nt,-0.3,1.5
Cc1sc2nc(C3CC3)nc(N3CCN(C(=O)c4ccccc4F)CC3)c2c1C,3,-3,3,1,-1,9,2,0.0,2.4
COc1ccccc1N1C(=O)CC(Sc2nccc(C)n2)C1=O (stereo not given),-5,0,4,-3,-2,-28,-3,0.0,0.3
CCOC(=O)c1sc(=S)n(C)c1NC(=O)c1ccccc1Cl,6,0,-6,0,-7,-6,-1,0.1,-1.9
CC(NC(=O)COC(=O)c1cc([N+](=O)[O-])ccc1N1CCOCC1)c1ccccc1 (stereo not given),-1,-5,3,-2,-9,-13,-4,-0.2,-0.3
COc1ccccc1NS(=O)(=O)N(C)C,-10,-3,19,7,6,-10,-1,0.0,-9.0
COC(=O)C1=NN(C(=O)c2ccccc2)C(C)(O)C1 (stereo not given),-4,-4,11,-2,2,-16,-1,0.0,2.5
O=C(O)Cc1nn(Cc2ccc(Cl)cc2)c(=O)c2ccccc12,-10,-2,-1,-8,7,-17,-1,-0.2,0.2
CC(=O)Nc1cc2c(cc1[N+](=O)[O-])OCCO2,6,-3,4,1,2,-6,0,-0.1,-2.5
O=C(c1ccc(=O)oc1)N1CCN(c2ccc(F)cc2)CC1,9,1,-7,2,3,5,12,0.0,-2.3
CC(C)c1nc2sc3c(c2c(=O)o1)CCCC3,3,-1,12,1,4,16,2,-0.1,-2.5
SMILES,EBNA-1 inh,TPT1 inh,PREPL inh,PP1 inh,Fh CTSL1 inh,ZTA counter,HCV core dimer,Efflux pump inh,PP5 inh
Cc1noc(C)c1COc1ccc(CC(=O)NCCc2ccccc2)cc1,-14,1,0,3,0,2,-1,-0.1,1.1
O=C(CN1C(=O)c2ccccc2C1=O)c1ccc(F)cc1,-5,2,-1,1,-1,-5,-3,0.1,0.1
CCOc1ccccc1/C=C(/C#N)C(N)=O,8,-1,3,-5,-10,4,12,0.1,0.0
Cc1ccc(S(=O)(=O)N2CCC(Oc3cccc(C(F)(F)F)c3)CC2)cc1,-6,1,-12,-1,3,7,13,-0.1,3.8
CC(C)(C)c1ccc(-c2noc(CCC(=O)NCc3ccco3)n2)cc1,-5,2,2,0,0,-5,3,0.0,2.8
CC(C)C(=O)N1CCN(c2ccccc2NC(=S)NC(=O)c2ccco2)CC1,-6,2,-3,-2,0,2,8,-0.1,-1.8
C=CCn1c(N)c(C(=O)NCc2cccnc2)sc1=S,0,-1,3,-1,0,13,-3,0.0,-0.8
CCOc1ccc(NC2C=CS(=O)(=O)C2)cc1 (stereo not given),5,-2,10,1,5,-6,-5,-0.2,-0.8
CCc1ccc(CNC(=O)C2CC(=O)N(CCc3ccc(C)cc3)C2)cc1 (stereo not given),10,-2,-5,-3,2,-1,1,0.2,-0.6
O=C(c1cccnc1NCc1ccc(F)cc1)N1CCOCC1,-5,1,23,-4,2,11,4,0.0,1.8
Nc1c(C(=O)N/N=C/c2ccc(F)cc2)oc2nc(-c3ccccc3)cc(-c3ccco3)c12,-2,34*,2,10,4,0,13,0.3,0.4
O=C(NCc1cccs1)C1CCCN1C(=O)NC1CCCCC1 (stereo not given),-3,0,-6,-3,-2,5,-1,0.1,0.0
O=C(CN1CCN(Cc2ccccc2Cl)C1=O)N1CCCCCC1,-10,-3,-5,-2,0,-9,2,-0.1,1.4
CC(=O)c1sc(NC(=O)c2ccc(Br)o2)nc1C,7,1,11,-4,2,-8,-16,-0.1,2.1
COc1ccc(CNC(=S)N/N=C(\C)c2ccc(OC)cc2)cc1,-1,2,14,2,-3,-1,3,0.0,2.2
CCOC(=O)c1cc(C#N)c(N2CCN(C(=O)c3cccc(C(F)(F)F)c3)CC2)nc1C(F)(F)F,-4,0,13,-1,5,-3,7,0.4,4.2
CCOc1cccc(/C=N/NC(=S)Nc2ccccc2[N+](=O)[O-])c1O,1,-3,8,13,-1,-19,-5,-0.1,2.6
COC(=O)c1c(O)cc(C(C)(C)C)n(-c2ccccc2)c1=O,0,-4,-2,3,-4,-20,-10,0.0,3.8
CN(Cc1ccccc1)C(=O)CCCn1c(=O)c2cccn2c2cccnc21,6,-1,-6,3,1,10,9,0.0,0.1
C=CCNC(=O)c1nn2cccnc2c1Cl,0,1,19,-8,4,0,5,0.2,0.0
COC(=O)c1sc2nc(C)cc(-c3ccccc3)c2c1N,5,1,5,-1,1,6,7,-0.1,1.1
OC(COCc1ccc(Cl)cc1)CN1CCN(c2ccccn2)CC1 (stereo not given),1,0,6,1,0,1,-5,0.1,2.4
CC(C)C(NS(=O)(=O)c1cccs1)C(=O)Nc1nc(C(C)(C)C)cs1 (stereo not given),-3,4,-15,3,1,5,-4,-0.1,3.0
COc1cccc(CNC(=O)c2ccc(OCC(=O)N3CCOCC3)c(OC)c2)c1,-9,0,3,-12,0,9,-3,0.1,0.1
O=C1CCCN1CCCNC(=S)Nc1ccc(Nc2ccccc2)cc1,8,1,13,-2,2,-1,-9,0.0,-0.2
SMILES,EBNA-1 inh,TPT1 inh,PREPL inh,PP1 inh,Fh CTSL1 inh,ZTA counter,HCV core dimer,Efflux pump inh,PP5 inh
CCOc1ccc(/C=N/NC(=O)CNC(=O)c2ccc(S(=O)(=O)N3CCOCC3)cc2)cc1,-8,-2,-2,-4,-4,-3,1,0.0,1.0
COc1ccc(O)c(/C=N/NC(=O)CN2CCS(=O)(=O)CC2)c1,2,1,-8,-1,0,-2,3,0.0,2.6
COC(=O)c1ccc(NC(=O)CSCc2ccccc2)cc1,1,-2,-2,0,-10,0,-7,0.0,1.5
CCOc1ccc(NC(=O)CN(C)C(=O)CSCc2cccc(C)c2)cc1OCC,3,1,13,-1,-7,-3,-3,-0.2,2.5
CCN(CC)S(=O)(=O)c1ccc(-c2cn3cc(Cl)ccc3n2)cc1,-6,1,-6,2,-3,5,3,0.0,2.6
COc1ccc(Br)c(C(=O)Nc2ccc(F)cc2)c1,-20,-1,12,5,6,-14,2,0.2,16*
COc1ccc(-c2n[nH]c(=S)n2/N=C/C=C/c2ccccc2OC)cc1,7,1,-18,1,1,-1,3,0.1,-3.1
Cn1c(C(=O)N2CCN(C(=O)c3ccco3)CC2)cc2c(=O)n3ccccc3nc21,4,-7,12,-3,1,-34,2,-0.2,0.1
Cc1ccc(Oc2ccc(Cl)cc2N)cc1,-12,-4,0,1,0,-7,-3,-0.1,1.9
CC(C)NC(=S)NC1(C)CCS(=O)(=O)C1 (stereo not given),1,2,17,0,-5,-7,-1,0.1,2.7
N#C/C(=C\c1ccccc1)C(=O)OCC(=O)N1CCCC1,-7,1,15,2,-1,-8,-6,-0.2,0.5
COc1cccc(NC(=O)Cn2cc3c(n2)CCCCC3)c1,-11,-1,3,-5,-2,-6,7,-0.1,1.1
O=C(Cc1cccs1)Nc1ccc(C(=O)O)cc1,-4,-4,-6,-2,2,-8,-4,0.3,1.8
CCN(CC)S(=O)(=O)c1cccc(-c2cn3cc(C)ccc3n2)c1,7,-2,6,0,-9,-4,6,-0.1,1.2

# By substructure: the compounds so far containing a Cl atom
SMILES,EBNA-1 inh,TPT1 inh,PREPL inh,PP1 inh,Fh CTSL1 inh,ZTA counter,HCV core dimer,Efflux pump inh,PP5 inh
CC1CC(N(C(=O)c2ccc(Cl)cc2)c2ccccc2)c2ccccc2N1C(=O)c1ccco1 (stereo not given),-5,4,15,6,0,-2,33,0.2,3.1
O=C(C[n+]1ccccc1)N/N=C/c1ccc(Cl)cc1,nt,nt,-14,-5,nt,-13,nt,-0.3,1.5
CCOC(=O)c1sc(=S)n(C)c1NC(=O)c1ccccc1Cl,6,0,-6,0,-7,-6,-1,0.1,-1.9
O=C(O)Cc1nn(Cc2ccc(Cl)cc2)c(=O)c2ccccc12,-10,-2,-1,-8,7,-17,-1,-0.2,0.2
O=C(CN1CCN(Cc2ccccc2Cl)C1=O)N1CCCCCC1,-10,-3,-5,-2,0,-9,2,-0.1,1.4
C=CCNC(=O)c1nn2cccnc2c1Cl,0,1,19,-8,4,0,5,0.2,0.0
OC(COCc1ccc(Cl)cc1)CN1CCN(c2ccccn2)CC1 (stereo not given),1,0,6,1,0,1,-5,0.1,2.4
CCN(CC)S(=O)(=O)c1ccc(-c2cn3cc(Cl)ccc3n2)cc1,-6,1,-6,2,-3,5,3,0.0,2.6
Cc1ccc(Oc2ccc(Cl)cc2N)cc1,-12,-4,0,1,0,-7,-3,-0.1,1.9

# Bioassay records: PubChem BioAssay, several laboratories
